High-throughput results as filed in PubChem BioAssay.
DRD3 agonist = qHTS of D3 Dopamine Receptor Agonist: qHTS; D(3) dopamine receptor (Homo sapiens), P35462; D3R DiscoveRx beta-arrestin cells, luminescence, 90 min; max activation, %; actives 0.58% (n = 410,000); in the data active = max activation above about 30%; also: 0% is about no effect; mostly tested at two doses, the higher about 12 µM
Target sequence (P35462 whole entry, looked up): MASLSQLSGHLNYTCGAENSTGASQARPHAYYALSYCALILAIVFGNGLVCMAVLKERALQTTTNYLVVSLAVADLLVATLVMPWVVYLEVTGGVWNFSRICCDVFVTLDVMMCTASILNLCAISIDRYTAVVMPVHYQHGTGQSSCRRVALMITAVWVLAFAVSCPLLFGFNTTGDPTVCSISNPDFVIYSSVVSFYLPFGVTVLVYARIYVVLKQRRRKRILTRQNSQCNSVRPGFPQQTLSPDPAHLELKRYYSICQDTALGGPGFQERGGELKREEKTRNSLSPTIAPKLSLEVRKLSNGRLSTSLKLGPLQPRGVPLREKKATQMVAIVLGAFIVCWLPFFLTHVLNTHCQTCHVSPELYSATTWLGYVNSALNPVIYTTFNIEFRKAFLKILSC
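Agonist mode: compounds and dopamine controls were applied to plated cells for 90 min at 37 degrees C after an overnight attachment at 1500 cells/well. Luminescent read-out followed 30 - 60 minutes at room temperature with DiscoveRx detection reagent.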
aSyn rescue = qHTS of alpha-syn Inhibitors; Yeast expressing alpha-synuclein, growth rescue, BacTiter-Glo, 24 h; Potency, µM (series often up to 46.1 µM), inactives show top-dose growth rescue (activation), actives largely listed as activators; actives 0.14% (n = 370,000); AID 652106, 2013; also: potency is read from the fitted curve at half-maximal effect; % of control where 0% means no effect; nearly all actives have a fitted effect of over 65% in size
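Screening used galactose-induced yeast with toxic alpha-synuclein levels, exposed to compound for 24 hr at 30 deg C. Cell growth, read with BacTiter-Glo luminescence, gave the measured signal.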
GLP1R inv ag = qHTS of GLP-1 Receptor Inverse Agonists (Inhibition Mode); Glucagon-like peptide 1 receptor (Homo sapiens), P43220; HEK293 GLP-1R CRE-luciferase, luminescence, 24 h; GLP-1R form is constitutively active; Potency, µM (titrated, usually from 38.3 µM), without a hit: at the highest dose activity change, negative = inhibition, actives largely listed as inhibitors; actives 1.6% (n = 410,000); also: potency is read from the fitted curve at half-maximal effect; % is scaled to controls: 0 for no effect and ±100 for the full control effect; nearly all actives have a fitted effect of over 55% in size
Target sequence (P43220 whole entry, looked up): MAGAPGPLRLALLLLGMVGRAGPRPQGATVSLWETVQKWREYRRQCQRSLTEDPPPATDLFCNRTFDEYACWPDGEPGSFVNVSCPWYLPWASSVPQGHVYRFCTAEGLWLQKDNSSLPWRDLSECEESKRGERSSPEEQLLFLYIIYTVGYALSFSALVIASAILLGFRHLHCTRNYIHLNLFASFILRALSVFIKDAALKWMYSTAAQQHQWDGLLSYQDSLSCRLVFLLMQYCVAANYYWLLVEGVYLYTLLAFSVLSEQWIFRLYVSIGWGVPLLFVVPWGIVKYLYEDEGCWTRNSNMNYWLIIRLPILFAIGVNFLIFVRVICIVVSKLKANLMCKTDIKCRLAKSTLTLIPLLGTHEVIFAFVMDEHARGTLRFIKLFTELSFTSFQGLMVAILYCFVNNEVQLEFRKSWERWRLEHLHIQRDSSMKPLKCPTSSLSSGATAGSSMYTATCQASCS
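Inverse agonists were sought by their lowering of basal cAMP reporter luciferase output in HEK293 cells stably carrying constitutively active human GLP-1R, after 24 h compound treatment.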
HEK293 tox = qHTS of GLP-1 Receptor Inverse Agonists: Cytotox Screen. HEK293 cAMP-luciferase reporter cells, luminescence, 24 h. Potency, µM (highest dose often 38.3 µM), for the others: at the highest dose activity change, negative = inhibition, usual class: inhibitors. actives 0.13% (n = 410,000);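 also: loss of luciferase light is scored as toxicity; potency is read from the fitted curve at half-maximal effect; % is scaled to controls: 0 for no effect and ±100 for the full control effect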
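1536-well qHTS counterscreen of the MLSMR; 200 cells/uL, 12 h pre-incubation, 23 nL cpd, 24 h at 37 deg C 5% CO2, luciferase detection reagent, 12 min RT, luminescence. Inhibition = undesired.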
GLP-1R agonist = qHTS of GLP-1 Receptor Agonists; HEK293 GLP-1R CRE-luciferase, luminescence, 4-6 h; cells express a hypersensitive GLP-1R form; Potency, µM (top dose mostly 45.6 µM), inactives show top-dose activation, actives largely listed as activators; actives 0.007% (n = 380,000); also: potency is read from the fitted curve at half-maximal effect; % of control where 0% means no effect
PTHR1 agonist = qHTS for PTHR1 Agonists: Primary Screen. Parathyroid hormone/parathyroid hormone-related peptide receptor (Homo sapiens), Q03431. HEK293 GP2 PTHR1 cells, GloSensor cAMP luminescence, 1 h. Potency, µM (highest dose often 115 µM), without a hit: top-dose activation, hits mostly activators. actives 0.075% (n = 410,000); also: potency is read from the fitted curve at half-maximal effect; nearly all actives have a fitted effect of over 55% in size; some results filed as inactive show a strong effect at the top dose; inactives centre near -15; many of its hits are not listed in these tables
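HEK-293-derived GP2 cells expressing PTHR1 and a GloSensor cAMP reporter, 3,000/well, plated overnight, given luciferin plus IBMX (each 0.5 mM as added) for 1 h at 37 °C, then compound for 1 h at 37 °C. Luminescence was read after 15 min at room temperature.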
D3 antag = qHTS of D3 Dopamine Receptor Antagonist: qHTS. AID 652054, 2013. max response, negative = inhibition, %. D3R cells, DiscoveRx beta-arrestin luminescence, antagonist mode; hits give low values. actives 2.5% (n = 360,000). D(3) dopamine receptor (Homo sapiens), P35462; in the data active = max response below about -50%; inconclusive = no clear call, values can overlap the other calls; also: % is scaled to controls: 0 for no effect and ±100 for the full control effect; mostly tested at two doses, the higher about 12 µM
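Cells expressing the human receptor were seeded at 1500 cells/well, incubated overnight at 37 degrees C in 5% CO2, then exposed to library compounds with dopamine controls for 90 minutes at 37 degrees C before luminescent detection.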
TDP-43 yeast inh = qHTS of TDP-43 Inhibitors. TDP-43 expressing yeast growth rescue, BacTiter-Glo, 24 h. Potency, µM (titrated, usually from 46.1 µM), for inactives: at the top dose growth rescue (activation), hits mostly activators. actives 1.8% (n = 410,000). AID 652104, 2013; also: potency is read from the fitted curve at half-maximal effect; % of control where 0% means no effect; nearly all actives have a fitted effect of over 50% in size
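Cell-based yeast growth screen: TDP-43 expression induced in galactose, inoculum OD600=0.02 after raffinose pregrowth to mid-log. Read-out BacTiter-Glo luminescence at 24 hr, 30 deg C; inhibition of toxicity seen as signal increase.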
KB-V1 MDR tox = qHTS assay for MDR1-selective chemotherapeutics: Primary screen using the drug-selected MDR subline cells KB-V1 | KB-V1 MDR cells viability, CellTiter-Glo, 72 h | AID 1347076, 2019 | actives 3.4% (n = 400,000) | Potency, µM (top dose mostly 46.1 µM), inactives show at the highest dose activity change, negative = cytotoxicity, usual class: cytotoxic; also: potency is read from the fitted curve at half-maximal effect; % is scaled to controls: 0 for no effect and ±100 for the full control effect; nearly all actives have a fitted effect of over 60% in size
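KB-V1 cells (P-gp-expressing MDR subline of KB-3-1) in phenol-red-free DMEM with 10% FBS were exposed to library compounds over a concentration series for 72 h at 37 degrees C. Viability read by CellTiter-Glo luminescence; concentration-effect curves fitted after normalization.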
Starred values were filed as active, the others as inactive; [ ] = dose if it differs, or a comment. Unless noted, calls follow the shape of the dose curve; as a rule, active = well fitted curve in the direction sought with a large enough effect; inconclusive = small, poorly fitted or top-dose-only effect, or another doubt; inactive = no such curve, though single readings can be large; an effect the other way counts as inactive or inconclusive. A portion of the library; count on the stated rates, not on these rows.

Preview (2 entries):
For Cc1cccc(NC(=O)c2cnn(-c3ccccc3)c2C)c1C the results were DRD3 agonist 5, aSyn rescue -8%, GLP1R inv ag -13%, HEK293 tox 8%, GLP-1R agonist -5%, PTHR1 agonist -23%, D3 antag 12, TDP-43 yeast inh 0% and KB-V1 MDR tox -8%.
For COc1ccc(CCNC(=O)C(C)Sc2ccccc2)cc1OC (stereo unspecified) the results were DRD3 agonist 0, aSyn rescue 0%, GLP1R inv ag -15%, HEK293 tox 9%, GLP-1R agonist 5%, PTHR1 agonist inactive, D3 antag -26, TDP-43 yeast inh -1% and KB-V1 MDR tox -3%.

This part in full (from the top)
For Cc1cccc(NC(=O)c2cnn(-c3ccccc3)c2C)c1C the results were DRD3 agonist 5, aSyn rescue -8%, GLP1R inv ag -13%, HEK293 tox 8%, GLP-1R agonist -5%, PTHR1 agonist -23%, D3 antag 12, TDP-43 yeast inh 0% and KB-V1 MDR tox -8%.
For COc1ccc(CCNC(=O)C(C)Sc2ccccc2)cc1OC (stereo unspecified) the results were DRD3 agonist 0, aSyn rescue 0%, GLP1R inv ag -15%, HEK293 tox 9%, GLP-1R agonist 5%, PTHR1 agonist inactive, D3 antag -26, TDP-43 yeast inh -1% and KB-V1 MDR tox -3%.
Screening CC1CCCC(=C\c2ccccc2)/C1=N/O (stereo unspecified) returned DRD3 agonist -2, aSyn rescue 0%, GLP1R inv ag -7%, HEK293 tox -1%, GLP-1R agonist -3%, PTHR1 agonist -10%, D3 antag 13, TDP-43 yeast inh 27% and KB-V1 MDR tox 0%.
For CCC1c2ccccc2C(=O)C1C(N)=O (stereo unspecified) the results were DRD3 agonist -9, aSyn rescue -2%, GLP1R inv ag 3%, HEK293 tox -11%, GLP-1R agonist 8%, PTHR1 agonist inactive, D3 antag -2, TDP-43 yeast inh 23% and KB-V1 MDR tox -14%.
`COCCN(C(=O)c1ccc(C)o1)c1c(N)n(CC(C)C)c(=O)[nH]c1=O` gave DRD3 agonist -8, aSyn rescue -5%, GLP1R inv ag 5%, HEK293 tox 11%, GLP-1R agonist -15%, PTHR1 agonist 11%, D3 antag inconclusive, TDP-43 yeast inh -18% and KB-V1 MDR tox -5%.
For COC(=O)C1=C(O)C(C(=O)OC)C(c2ccc(C)cc2)C(C#N)(C#N)C1c1ccc(C)cc1 (stereo unspecified) the results were DRD3 agonist 2, aSyn rescue 0%, GLP1R inv ag 0%, HEK293 tox -9%, GLP-1R agonist -8%, PTHR1 agonist -22%, D3 antag 2, TDP-43 yeast inh 0% and KB-V1 MDR tox inconclusive.
`COc1ccc(OCC(O)Cn2cnc(-c3ccc(Br)cc3)c2)cc1` (stereo unspecified) gave DRD3 agonist -1, aSyn rescue 9%, GLP1R inv ag inconclusive, HEK293 tox 11%, GLP-1R agonist 1%, PTHR1 agonist inactive, D3 antag 13, TDP-43 yeast inh -14% and KB-V1 MDR tox -19%.
For O=C(COC(=O)COc1ccc(Cl)cc1Br)NCc1cccs1 the results were DRD3 agonist -4, aSyn rescue -6%, GLP1R inv ag 2%, HEK293 tox 2%, GLP-1R agonist 10%, PTHR1 agonist inactive, D3 antag 11, TDP-43 yeast inh -8% and KB-V1 MDR tox -2%.
COc1ccc(N(CC(=O)NC2CCCCC2)C(=O)CNC(=O)c2cccs2)cc1OC was read as DRD3 agonist 1, aSyn rescue 3%, GLP1R inv ag 1%, HEK293 tox -2%, GLP-1R agonist 16%, PTHR1 agonist inactive, D3 antag -7, TDP-43 yeast inh -8% and KB-V1 MDR tox -4%.
For Cc1ccccc1N1CCN(C2CCCN(C(=O)c3cc(CC(C)C)nn3C)C2)CC1 (stereo unspecified) the results were DRD3 agonist -8, aSyn rescue 6%, GLP1R inv ag inconclusive, HEK293 tox 5%, GLP-1R agonist 0%, PTHR1 agonist -18%, D3 antag -10, TDP-43 yeast inh 9% and KB-V1 MDR tox 15%.
CC(=O)c1c(C)n(-c2ccccc2Br)c2ccc(O)cc12 was read as DRD3 agonist -10, aSyn rescue 4%, GLP1R inv ag inconclusive, HEK293 tox -20%, GLP-1R agonist 3%, PTHR1 agonist -15%, D3 antag 1, TDP-43 yeast inh -9% and KB-V1 MDR tox 4%.
CCSc1nc2c(c(=O)[nH]1)C(c1ccncc1)C(C(=O)OC)=C(C)N2 (stereo unspecified) was read as DRD3 agonist 1, aSyn rescue 1%, GLP1R inv ag -1%, HEK293 tox -18%, GLP-1R agonist -4%, PTHR1 agonist inactive, D3 antag 11, TDP-43 yeast inh 8% and KB-V1 MDR tox 9%.
Screening Cc1ccc(-c2nnc(-c3ccc4ccccc4c3)o2)cc1 returned DRD3 agonist -6, aSyn rescue -1%, GLP1R inv ag 50%[activator], HEK293 tox -3%, GLP-1R agonist 4%, PTHR1 agonist -2%, D3 antag 44, TDP-43 yeast inh 27% and KB-V1 MDR tox 0%.
Screening COC(=O)c1sccc1N/N=C/c1ccc(OC)c(OC)c1OC returned DRD3 agonist -5, aSyn rescue -18%, GLP1R inv ag -6%, HEK293 tox 17%, GLP-1R agonist 28%, PTHR1 agonist inactive, D3 antag 12, TDP-43 yeast inh inconclusive and KB-V1 MDR tox inconclusive.
COc1ccc(C2=C(C)C(=O)N(Cc3ccc(C(=O)NCc4ccc(C)cc4)cc3)S2(=O)=O)cc1 was read as DRD3 agonist -21, GLP1R inv ag 3%, HEK293 tox 8%, PTHR1 agonist -2%, TDP-43 yeast inh 0% and KB-V1 MDR tox inconclusive.
Screening CC(C)N(C(=O)[C@H]1C[C@H](CC(=O)NCC23CC4CC(CC(C4)C2)C3)C(=O)N2CCc3c([nH]c4ccc(Cl)cc34)[C@]12C)C(C)C returned DRD3 agonist 37*, aSyn rescue inconclusive, GLP1R inv ag -12%, HEK293 tox -6%, GLP-1R agonist -2%, PTHR1 agonist inactive, D3 antag 4, TDP-43 yeast inh 17% and KB-V1 MDR tox inconclusive.
`O=C(N[C@H](C(=O)O)c1ccccc1)C1CCC(Cn2cnc3ccccc3c2=O)CC1` (stereo partly specified) gave DRD3 agonist 4, aSyn rescue -11%, GLP1R inv ag 27%, HEK293 tox 0%, GLP-1R agonist -1%, PTHR1 agonist inactive, D3 antag 2, TDP-43 yeast inh 9% and KB-V1 MDR tox 10%.
Cc1cc(C)cc(NC(=O)CSc2nc(=O)n(CCN3CCOCC3)c3c2CCC3)c1 was read as DRD3 agonist 1, GLP1R inv ag 6%, HEK293 tox 0%, PTHR1 agonist -21% and TDP-43 yeast inh 11%.
`O=C(c1ccc(-c2nnc(-c3ccccc3)o2)cc1)N1CCCCCC1` gave DRD3 agonist -1, aSyn rescue 1%, GLP1R inv ag 2%, HEK293 tox -3%, GLP-1R agonist -1%, PTHR1 agonist -22%, D3 antag 14, TDP-43 yeast inh 6% and KB-V1 MDR tox inconclusive.
For CC(=O)c1ccc(NC(=O)C(=O)c2cn(CC(=O)N3CCCCC3)c3ccccc23)cc1 the results were DRD3 agonist 9, aSyn rescue -2%, GLP1R inv ag 18%, HEK293 tox -6%, GLP-1R agonist 0%, PTHR1 agonist inactive, D3 antag 9, TDP-43 yeast inh 22% and KB-V1 MDR tox 2%.
For CCOC(=O)Cn1nnc(-c2ccc([N+](=O)[O-])cc2)n1 the results were DRD3 agonist -10, aSyn rescue -2%, GLP1R inv ag -17%[0.307 µM], HEK293 tox 0%[0.307 µM], GLP-1R agonist 2%, PTHR1 agonist inconclusive, D3 antag -14, TDP-43 yeast inh 1% and KB-V1 MDR tox -3%.
For O=C(c1ccc2ncsc2c1)N1CCCC(C(F)(F)F)C1 (stereo unspecified) the results were DRD3 agonist 4, aSyn rescue 2%, GLP1R inv ag -14%, HEK293 tox 5%, GLP-1R agonist 12%, PTHR1 agonist inactive, D3 antag -7, TDP-43 yeast inh -12% and KB-V1 MDR tox 8%.
CCOC(=O)N1CCN(c2cc(=O)n(C3CCCCC3)c(=O)[nH]2)CC1 was read as DRD3 agonist 4, aSyn rescue 4%, GLP1R inv ag 11%, HEK293 tox -9%, GLP-1R agonist -16%, PTHR1 agonist -5%[57.5 µM], D3 antag 39, TDP-43 yeast inh 2% and KB-V1 MDR tox -5%.
For CN(Cc1ccc(Cl)s1)C(=O)CN1C(=O)N(C)C2(CCCCC2)C1=O the results were DRD3 agonist 2, aSyn rescue -8%, GLP1R inv ag 3%, HEK293 tox -2%, GLP-1R agonist 7%, PTHR1 agonist -5%, D3 antag 6, TDP-43 yeast inh 20% and KB-V1 MDR tox 5%.
For OC(CNCC1CCCO1)Cn1c2ccc(Br)cc2c2cc(Br)ccc21 (stereo unspecified) the results were DRD3 agonist 5, aSyn rescue -31%[inhibitor], GLP1R inv ag 5.6µM*, HEK293 tox inconclusive, GLP-1R agonist -14%, PTHR1 agonist -15%, D3 antag 13, TDP-43 yeast inh 0% and KB-V1 MDR tox 23µM*.
`Cn1c(=O)c2c(ncn2CC(=O)OCC(=O)NCc2ccccc2Cl)n(C)c1=O` gave DRD3 agonist -4, aSyn rescue 2%, GLP1R inv ag 11%, HEK293 tox 14%, GLP-1R agonist -7%, PTHR1 agonist -5%, D3 antag -7, TDP-43 yeast inh 18% and KB-V1 MDR tox -2%.
For CCOC(=O)N1CCN(S(=O)(=O)c2ccc(C(=O)Nc3sc4c(c3C(N)=O)CCN(CC)C4)cc2)CC1 the results were DRD3 agonist 1, aSyn rescue 0%, GLP1R inv ag 85%[activator], HEK293 tox 120%[activator], GLP-1R agonist 10%, PTHR1 agonist -9%, D3 antag -19, TDP-43 yeast inh 2% and KB-V1 MDR tox 22%.
